West Nile antiviral = West Nile virus antiviral activity, cell-based, CPE readout (AID 1621); 290,000 tested, 0.02% active; West Nile virus-infected cells, CPE inhibition; higher % means a stronger effect; CPE inhibition, % at 10 µM, or IC50 in µM where a hit was titrated; in the data active = a potency from the dose series; inconclusive = CPE inhibition mostly from about 3.7% at the one dose, without a potency; inactive = the rest, 99 in 100 with CPE inhibition below about 2.2%; also: strong numbers were not always called active
GPR55 activation = GPR55 agonists via beta-arrestin recruitment, primary screen, imaging, U2OS cells, beta-arrestin-GFP redistribution (AID 1961); G-protein coupled receptor 55 (Homo sapiens); U2OS GPR55 beta-arrestin-GFP redistribution imaging; higher % means a stronger effect; one-dose activation, % at 10 µM; EC50 in µM for titrated hits; 290,000 tested, 0.048% active;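 active = activation above 40% with more than 50 cells counted in the well; inconclusive = wells holding fewer than 50 cells, flagged as toxic or sparse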;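 also: U2OS osteosarcoma cells stably expressing GPR55 and beta-arrestin-GFP; plate controls were DMSO negative control for no effect and LPI positive control for full effect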
Dengue-2 NS5 capping = Dengue-2 NS5 methyltransferase inhibitors, primary screen, biochemical, confirmation dose response (AID 588689) | inhibition, % at 25 µM, or IC50 in µM where a hit was titrated | 340,000 tested, 0.3% active | Genome polyprotein (Dengue virus type 2 (strain 16681-PDK53)) | Dengue-2 NS5 methyltransferase capping enzyme assay, biochemical; higher % means a stronger effect; in the data active = a potency from the dose series; inconclusive = inhibition above about 29% without an active follow-up result
NOD1 NF-kB reporter = NOD1 signaling inhibitors, primary screen, cell-based, luminescence, uHTS (AID 1578); NOD1-driven NF-kB luciferase reporter cells, luminescence; higher % means a stronger effect; inhibition, % at 4 µM; hits with a dose series show EC50 in µM; 290,000 tested, 1% active; in the data active = inhibition mostly above about 36%, no sharp cut-off; inactive = mostly below about 34%;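 also: HEK-293T reporter cells stimulated with the NOD1 agonist gamma-tri-DAP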
KOR beta-arrestin-1 = KOR agonists, beta-arrestin recruitment, primary screen, cell-based, luminescence, uHTS (AID 1777); 280,000 tested, 0.02% active; KOR beta-arrestin recruitment, luminescence; higher % means a stronger effect; Kappa-type opioid receptor (Homo sapiens); activation, % at 10 µM, or EC50 in µM where a hit was titrated; in the data active = activation above about 50%, passing the limit was not always enough; also: a part of the inactive calls stands beside numbers as strong as those of hits
KOR beta-arrestin-2 = KOR antagonists, beta-arrestin recruitment, cell-based, luminescence, uHTS (AID 1778); Kappa-type opioid receptor (Homo sapiens); KOR beta-arrestin recruitment, luminescence, antagonist mode; higher % means a stronger effect; inhibition, % at 10 µM, or IC50 in µM where a hit was titrated; 290,000 tested, 0.091% active; in the data active = inhibition above about 50%; also: strong numbers were not always called active
GPR35 antagonists = GPR35 antagonists blocking zaprinast-driven arrestin recruitment, primary screen, imaging, U2OS, beta-arrestin-GFP, zaprinast agonist (AID 2058); inhibition, % at 10 µM; hits with a dose series show IC50 in µM; G-protein coupled receptor 35 (Homo sapiens); U2OS GPR35 beta-arrestin-GFP translocation imaging, zaprinast antagonism; higher % means a stronger effect; 290,000 tested, 0.052% active;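 active = inhibition of at least 50% with at least 30 cells and total cytoplasm GFP at most 10,000,000; inconclusive = under 30 cells or total GFP of 10,000,000 plus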
GPR55 antagonists = GPR55 antagonists blocking LPI-driven arrestin recruitment, primary screen, imaging, U2OS, beta-arrestin-GFP, LPI agonist (AID 2013); G-protein coupled receptor 55 (Homo sapiens); U2OS GPR55 beta-arrestin-GFP translocation imaging, LPI antagonism; higher % means a stronger effect; one-dose inhibition, % at 10 µM; IC50 in µM for titrated hits; 290,000 tested, 0.13% active;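 active = spots per cell inhibited over 60%, with over 100 cells counted and total cytoplasm intensity under 500,000; inconclusive = wells with under 100 cells, flagged as likely toxic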;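 also: U2OS cells stably carrying GPR55 and arrestin-GFP stimulated by 5 µM LPI near EC80; imaged beta-arrestin-GFP aggregate spots per cell after agonist stimulation; plate controls were LPI-stimulated DMSO wells for no effect and DMSO wells without LPI for full effect; some results filed as inactive read as strong as hits; confirmed hits need IC50 under 10 µM and bright autofluorescent wells are also inconclusive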
HIV fusion peptide = inhibitors of HIV fusion peptide binding, primary screen, biochemical, uHTS, fluorescence dequenching (AID 1986) | 290,000 tested, 0.3% active | cell-free peptide binding, fluorescence dequenching, 30 min; higher % means a stronger effect | inhibition, % at 20 µM; hits with a dose series show IC50 in µM; in the data active = inhibition mostly above about 52%, no sharp cut-off; inactive = mostly below about 76%; also: some results filed as inactive read as strong as hits
Dengue-2 NS5 capping pilot replicate = second read-out of Dengue-2 NS5 capping, no call of its own (marks repeat the call); inhibition, %; measured here: pilot screen replicate inhibition
* hit, by the source's call; ? = inconclusive; / = no result given; [ ] = remark or other dose.

SMILES	West Nile antiviral	GPR55 activation	Dengue-2 NS5 capping	NOD1 NF-kB reporter	KOR beta-arrestin-1	KOR beta-arrestin-2	GPR35 antagonists	GPR55 antagonists	HIV fusion peptide	others
Cc1ccc(S(=O)(=O)NCCC(c2ccccc2)c2ccccc2)cc1C(=O)O	0.4%	1.2%	-1%	-12%	-1.5%	-1%	-11%	7%	15%
COc1cc(/C=N/NC(=O)CSc2ccccn2)ccc1OC(C)C	0.1%	-0.1%	/	-5%	2.3%	-2%	6%	-2%	-0.7%
CC(C)c1nc(SCc2ccccn2)c2c(=O)n(C)c(=O)n(C)c2n1	1.1%	-0.1%	3%	-7%	10%	31%	-7%	9%	0.1%
Cc1ccc(NC(=O)NC2(C(=O)NCc3ccco3)CCCCC2)cc1	-0.1%	-0.2%	3%	18%	-0.8%	-44%	8%	14%	-3.5%
CC1Cc2ccccc2N1CC(=O)c1c(N)n(Cc2ccccc2)c(=O)n(C)c1=O (centres undefined)	0.2%	0.4%	-1%	-6%	-3.2%	-7%	-10%	7%	-3.2%
COc1ccc(OCC(=O)Nc2c3c(nn2-c2ccc(OC)cc2)CS(=O)(=O)C3)cc1	-0.3%	-0.2%	1%	-16%	1.9%	2%	-3%	12%	0.8%
Cc1nn(CC(=O)NCc2ccc(C(=O)O)cc2)c(C)c1[N+](=O)[O-]	0.6%	-0.2%	-2%	-23%	-0.6%	21%	0%	8%	-1.9%
CCCC(=O)Nc1c2c(nn1-c1ccc(OC)cc1)CS(=O)(=O)C2	-0.7%	-0.1%	-2%	/	7.6%	-9%	6%	1%	-0.6%
O=C(c1ccccc1)c1coc2c1C(=O)c1ccccc1C2=O	0.2%	-0.8%	6%	-32%	-1.1%	-13%	-9%	0%	-1.7%
COc1ccc(/C=N/NC(=O)c2cccc([N+](=O)[O-])c2)cc1OC(=O)c1ccccc1	-0.5%	0.2%	-1%	-19%	1.6%	-66%	-17%	1%	-3.3%
COC(=O)c1ccccc1NC(=O)c1ccc(COc2cc(C)cc(C)c2)o1	-0.4%	0.3%	-3%	-2%	-1.5%	-45%	0%	-5%	-0.4%
COC(=O)CN1C(c2cccc(Cl)c2)=Nc2ccc(Cl)cc2C1c1ccccc1 (centres undefined)	-0.7%	2.0%	-5%	-32%	-6.1%	-7%	-8%	20%	-2.1%
C#CCN1C(=O)S/C(=C\c2ccc(-c3ccc(C(=O)O)cc3C)o2)C1=O	1.3%	-0.1%	-9%	-39%	-2.7%	-16%[20 µM]	-16%	3%	39%
CC(=O)C1=C(O)C(=O)N(c2ccc(O)cc2)C1c1cccc([N+](=O)[O-])c1 (centres undefined)	0.0%	0.0%	-3%	-19%	5.5%	-34%[20 µM]	-13%	-2%	1.0%
CC1(C)CC(NCCC(c2ccccc2)c2ccco2)CCO1 (centres undefined)	-0.7%	0.4%	9%	-1%	/	30%	17%	-1%	-1.8%
COc1cccc(NC(=O)CSc2nc3c(c(-c4ccco4)c2C#N)CCCC3)c1	0.2%	-0.1%	-2%	8%	-1.9%	-90%	13%	-1%	0.8%
CCC(=O)OC1(C#CCOc2ccc(OC)cc2)CCN(C)CC1	-0.4%	0.1%	1%	/	2.4%	21%	7%	6%	0.8%
CN1CCC=C(C(=O)N2c3ccccc3Sc3ccc(Cl)cc32)C1	-0.3%	0.0%	-1%	10%	-1.9%	-7%	2%	7%	1.6%
COc1ccc(CCNC(=O)CNS(=O)(=O)c2ccc(F)c(Cl)c2)cc1OC	-0.3%	0.3%	-5%	-7%	6.2%	-18%[20 µM]	14%	-11%	-1.2%
COc1cccc(-c2n[nH]c(=S)n2Cc2ccco2)c1	-0.3%	0.0%	9%	-1%	-2.0%	18%	-10%	-10%	7.7%
CN(C)S(=O)(=O)c1ccc(Cl)c(NC(=O)COC(=O)CNC(=O)c2ccco2)c1	-0.3%	0.4%	-6%	-40%	-0.7%	10%	-3%	4%	0.7%
Cc1ccn(S(=O)(=O)c2ccc(C(C)(C)C)cc2)n1	0.0%	-0.1%	1%	-8%	4.8%	38%	-12%	0%	2.1%
Cc1cc(Cl)ccc1OCC(=O)OC(C)C(=O)NC(N)=O (centres undefined)	0.2%	0.3%	-7%	-6%	-5.3%	-32%	-2%	/	-1.2%
CCc1nnc(NC(=O)CSc2nnc(-c3cc4ccccc4cc3O)n2CC)s1	-0.1%	-1.0%	5%	-6%	/	-6%	-2%	1%	1.4%	Dengue-2 NS5 capping pilot replicate=-4.3
COCCOC(=O)C1=C(C)NC2=C(C(=O)CC(C)(C)C2)C1c1cc2c(cc1Br)OCO2 (centres undefined)	0.4%	0.2%	-5%	8%	-0.3%	7%	0%	0%	-3.6%

Additional structures
SMILES	West Nile antiviral	GPR55 activation	Dengue-2 NS5 capping	NOD1 NF-kB reporter	KOR beta-arrestin-1	KOR beta-arrestin-2	GPR35 antagonists	GPR55 antagonists	HIV fusion peptide	others
O=C(Nc1ccc(NC(=O)C2CCCN2C(=O)OCc2ccccc2)cc1)c1ccco1 (centres undefined)	0.2%	1.7%	-6%	9%	3.4%	-76%	12%	-2%	-0.4%
CCSc1nnc([C@H](Cc2c[nH]c3ccccc23)NC(=O)OC(C)(C)C)o1	-0.9%	-0.1%	-5%	21%	6.6%	-14%	4%	-3%	1.2%	Dengue-2 NS5 capping pilot replicate=5.8
COc1cc(/C=C/C(=O)Nc2cc(S(=O)(=O)N3CCOCC3)ccc2N2CCCC2)cc(OC)c1OC	0.2%	0.2%	-7%	-41%	-6.8%	3%	-1%	-5%	-2.1%
COCCNC(=O)NC(=O)COC(=O)c1ccc2[nH]c3c(c2c1)CCCC3	0.1%	-0.5%	-4%	-12%	0.1%	-24%	7%	3%	0.5%
COc1ccc(N2CCN(Cc3nc4c(c(=O)[nH]c(=O)n4C)n3CC(C)=O)CC2)cc1	0.6%	-0.4%	2%	14%	4.8%	2%	16%	-14%	-0.3%
COc1cc(-c2noc(C)c2/C=C/c2cccc([N+](=O)[O-])c2)cc(OC)c1OC	-0.2%	0.0%	6%	28%	1.2%	-104%[20 µM]	2%	-6%	-0.8%
COc1cc(NC(=S)NCCC(c2ccccc2)c2ccccc2)c(OC)cc1Cl	1.9%	-0.2%	0%	12%	-4.1%	19%	-2%	5%	-1.3%
Cc1ccc(C(=O)N/N=C\c2ccc(-c3ccc(Cl)cc3)o2)cn1	-0.4%	-0.2%	16%	-6%	-0.2%	-3%	12%	11%	-1.9%
Cc1cccc(N(C(=O)Nc2ccc(Cl)cc2)C2=NCC(C)S2)n1 (centres undefined)	0.3%	-0.1%	1%	-32%	3.0%	-73%[20 µM]	-14%	-6%	1.2%
COc1cc(/C=N/Nc2nc(Nc3ccccc3)nc(N3CCOCC3)n2)ccc1OC(=O)c1ccco1	1.8%	0.3%	1%	-9%	-1.6%	-3%	5%	21%	-0.1%
CCC(C)[C@H](N)c1nnc(SCc2cccc(F)c2)o1 (some centres undefined)	0.4%	-0.2%	-3%	22%	11%	-5%	4%	8%	-3.6%
O=C(Nc1ccc(F)c(F)c1)c1cccnc1	0.1%	-0.1%	-8%	-24%	-3.0%	12%	-8%	0%	0.3%
Cc1cc(C)cc(NS(=O)(=O)c2cc(Br)cnc2N)c1	-0.1%	-0.1%	-2%	8%	-2.0%	-42%	-5%	-2%	2.2%
COC(=O)c1cc(-c2ccccc2)n(CC(=O)O)c1C	-0.1%	-0.1%	0%	-10%	-0.9%	-53%	5%	8%	0.1%
CCOc1ccc(NC(=O)CSc2nnc(C(C)C)n2CC)cc1	-0.3%	-0.4%	-6%	-5%	-5.0%	5%	1%	7%	-0.7%
NC(=O)NC(CC(=O)NCc1ccc2c(c1)OCO2)c1ccccc1Cl (centres undefined)	-0.5%	/	6%	-16%	-0.6%	2%	33%	-4%	-2.2%
COc1ccc(N(CCCN2C(=O)c3cccc4cccc(c34)C2=O)C(=O)c2cccnc2)cc1	-1.6%	-0.1%	-8%	14%	6.2%	-66%	-6%	10%	-2.5%
O=S(=O)(c1ccc(-c2csc(-c3cccnc3)n2)cc1)N1CCCC1	-0.5%	0.2%	1%	/	2.2%	-17%	2%	9%	2.1%
O=C(Nc1ccccc1[N+](=O)[O-])c1ccc(S(=O)(=O)N2CCCC2)cc1	0.1%	0.0%	-3%	-10%	-1.7%	28%	8%	22%	14%
N/C(COc1cccc(Cl)c1)=N\NS(=O)(=O)c1ccccc1	-0.3%	-0.3%	-3%	-6%	-0.3%	6%	6%	12%	0.3%
Cc1ccc(CC(=O)NC2CCCc3ccccc32)cc1C (centres undefined)	-1.1%	-0.1%	-1%	7%	-2.4%	11%	21%	3%	-0.2%
CC(C)CN(C(=O)COC(=O)CCc1c[nH]c2ccccc12)C1CCS(=O)(=O)C1 (centres undefined)	0.1%	-0.2%	-3%	12%	4.2%	-87%	-2%	-3%	-0.9%
Cc1coc2cc3oc(=O)c(CCC(=O)O)c(C)c3cc12	0.1%	-1.9%	-8%	2%	2.2%	10%	0%	9%	0.8%
Cc1cc(NC(=O)CSc2nccn2C)no1	0.2%	-0.3%	-8%	-4%	-1.7%	-4%	-2%	8%	1.5%
C/C(=N\NC(=O)CCc1c[nH]c2ccccc12)c1cccc([N+](=O)[O-])c1	0.0%	0.2%	-8%	-21%	-2.2%	4%	2%	4%	1.6%
Cc1cc2nc(-c3ccco3)cc(C(F)(F)F)n2n1	-0.1%	-0.2%	-9%	14%	-5.0%	-53%	-4%	6%	0.0%
CCOc1ccc2nc3cc(NCc4ccc(OC)cc4)ccc3c(N)c2c1	?	2.1%	?	-13%	-5.7%	9%	/	40%	40%
COc1ccc(C(=O)n2nc(C)cc2C)cc1Br	0.6%	0.2%	-2%	-31%	3.8%	-26%	-4%	1%	-1.7%

3 records drawn at random from the list so far:
SMILES	West Nile antiviral	GPR55 activation	Dengue-2 NS5 capping	NOD1 NF-kB reporter	KOR beta-arrestin-1	KOR beta-arrestin-2	GPR35 antagonists	GPR55 antagonists	HIV fusion peptide	others
COc1cccc(NC(=O)CSc2nc3c(c(-c4ccco4)c2C#N)CCCC3)c1	0.2%	-0.1%	-2%	8%	-1.9%	-90%	13%	-1%	0.8%
Cc1cccc(N(C(=O)Nc2ccc(Cl)cc2)C2=NCC(C)S2)n1 (centres undefined)	0.3%	-0.1%	1%	-32%	3.0%	-73%[20 µM]	-14%	-6%	1.2%
Cc1ccc(NC(=O)NC2(C(=O)NCc3ccco3)CCCCC2)cc1	-0.1%	-0.2%	3%	18%	-0.8%	-44%	8%	14%	-3.5%

Only part of the results is shown (hit frequency here may not be typical).
